MCL1 BIM primary = MCL1-BIM-BH3 interaction inhibition (human). Q07820. inhibition, % at 10.9 µM. 0.68% of 320,000 active. GST-MCL1 / FITC-Bim-BH3 fluorescence polarization;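 active = inhibition above the mean inhibition of all tested compounds plus 3 SD, set per campaign, cut at about 40% in these data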;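 note: 0% = DMSO wells and 100% = unlabeled Bim-BH3 peptide control; higher means more loss of mP so more displacement of Bim peptide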
Target sequence (Q07820 whole entry, looked up): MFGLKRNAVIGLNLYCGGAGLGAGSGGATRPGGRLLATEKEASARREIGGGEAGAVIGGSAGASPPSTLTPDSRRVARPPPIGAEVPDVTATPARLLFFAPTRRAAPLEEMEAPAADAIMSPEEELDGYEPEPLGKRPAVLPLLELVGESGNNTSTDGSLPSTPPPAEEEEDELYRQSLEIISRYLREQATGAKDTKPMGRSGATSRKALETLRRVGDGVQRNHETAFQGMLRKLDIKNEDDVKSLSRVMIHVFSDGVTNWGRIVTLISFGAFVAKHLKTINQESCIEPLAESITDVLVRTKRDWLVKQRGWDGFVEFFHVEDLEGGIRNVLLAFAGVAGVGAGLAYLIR
Fam108B counter = counter-screen for RBBP9 inhibitors: inhibitors of mouse Fam108B; recombinant Fam108B, FP-Rh probe fluorescence polarization; inhibition, % at 9.51 µM; 0.33% of 300,000 active;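 active = inhibition above the screen mean inhibition plus 3 SD, computed separately per campaign, cut at about 18% in these data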;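 note: inhibitors lower polarization as less probe binds the enzyme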
GSTO1 inh = counter-screen for RBBP9 inhibitors: inhibitors of human GSTO1 | recombinant GSTO1, activity-based probe fluorescence polarization | AID 1974 | 1.1% of 300,000 active | P78417 | inhibition, % at 5.96 µM;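 active = inhibition above the campaign mean inhibition plus 3 SD, cut at about 35% in these data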;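 note: 0% = GSTO1-1 with DMSO and 100% = wells lacking GSTO1-1 enzyme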
Target sequence (P78417 whole entry, looked up): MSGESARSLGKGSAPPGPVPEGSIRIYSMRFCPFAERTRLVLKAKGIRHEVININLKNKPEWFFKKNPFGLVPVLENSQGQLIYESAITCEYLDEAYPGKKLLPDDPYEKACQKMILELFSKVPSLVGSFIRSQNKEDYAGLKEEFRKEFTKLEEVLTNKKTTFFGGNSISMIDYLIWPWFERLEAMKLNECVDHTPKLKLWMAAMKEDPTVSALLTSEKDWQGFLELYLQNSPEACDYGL
PAD4 inh = blocks human protein arginine deiminase 4; AID 485272; 0.41% of 330,000 active; Q9UM07; inhibition, % at 6.36 µM; recombinant PAD4, RCA probe fluorescence polarization;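 active = percent inhibition above a cutoff equal to the mean of all tested compounds plus 3 SD, cut at about 15% in these data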;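 note: 0% = PAD4 with RCA probe and DMSO and 100% = probe without PAD4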
BCLXL inh = inhibitors of human Bcl-xL; Q07817; GST-Bcl-xL / FITC-Bim BH3 peptide fluorescence polarization; inhibition, % at 10.9 µM; 0.7% of 320,000 active;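 active = inhibition above the mean of all tested compounds plus 3 SD, cutoff set per campaign, cut at about 30% in these data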;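 note: 0% = DMSO wells and 100% = unlabeled Bim-BH3 peptide competitor; inhibitors lower millipolarization by displacing the labeled peptide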
GLD-1 RNA inh = GLD-1-TGE RNA interaction inhibition (C. elegans); Q17339; purified GLD-1 + fluorescein TGE RNA, fluorescence polarization; inhibition, % at 5.96 µM; 0.44% of 320,000 active; AID 2280;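 active = percent inhibition above a per-plate cutoff, the plate mean of test compounds plus 3 SD, cut at about 30% in these data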;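 note: 0% = DMSO wells with GLD-1 and probe and 100% = wells lacking GLD-1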
Target sequence (Q17339 whole entry, looked up): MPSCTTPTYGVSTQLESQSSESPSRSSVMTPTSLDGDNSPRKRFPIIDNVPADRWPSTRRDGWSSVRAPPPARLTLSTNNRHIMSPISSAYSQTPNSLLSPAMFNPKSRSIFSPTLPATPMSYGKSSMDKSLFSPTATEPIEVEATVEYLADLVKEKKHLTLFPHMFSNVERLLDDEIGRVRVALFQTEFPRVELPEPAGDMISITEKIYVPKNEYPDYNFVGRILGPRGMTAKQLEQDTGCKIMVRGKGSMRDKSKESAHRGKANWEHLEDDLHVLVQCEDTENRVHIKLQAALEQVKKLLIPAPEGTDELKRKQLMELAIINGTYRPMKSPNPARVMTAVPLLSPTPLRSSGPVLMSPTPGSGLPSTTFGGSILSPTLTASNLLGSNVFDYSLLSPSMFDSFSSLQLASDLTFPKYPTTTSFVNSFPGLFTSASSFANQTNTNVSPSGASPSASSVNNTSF
PME-1 inh = blocks human protein phosphatase methylesterase 1; 0.53% of 320,000 active; recombinant PME-1, FP-Rh probe fluorescence polarization; inhibition, % at 5.9 µM; Q9Y570;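 active = inhibition above the campaign mean of all compounds plus 3 SD, cut at about 26% in these data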;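 note: competitive labeling of PME-1 active site by serine hydrolase directed probe; 0% = PME-1 with DMSO and 100% = wells lacking PME-1 enzyme; inhibitors block probe labeling so polarization falls and inhibition rises; many of its hits are not listed in these tables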
MEX-5 binding = C. elegans MEX-5 TCR-2 RNA binding activity. Q9XUB2. MEX-5/FITC-TCR2 RNA binding, fluorescence polarization; active compounds read low. activity score (negative = inhibition of binding), % at 10 µM. 0.38% of 300,000 active. AID 1832;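 active = inhibition past about -25% in most replicates, and total fluorescence under double the plate's negative control median, limit read from the data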;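 note: 0% = DMSO and -100% = 5 µM competing unlabeled TCR2 RNA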
TPT1 inh = C. albicans TPT1 enzyme inhibition. inhibition, % at 5 µM. recombinant caTPT1, FP RNA substrate dephosphorylation. 0.81% of 300,000 active;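 active = inhibition above the mean of all tested compounds plus 3 SD, set per screening campaign, cut at about 24% in these data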;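 note: plate controls were DMSO alone for no effect and ferristatin control at 100 nM for full effect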
An asterisk follows results filed as active; nt = not tested or not shown.

Each structure is followed by: MCL1 BIM primary, Fam108B counter, GSTO1 inh, PAD4 inh, BCLXL inh, GLD-1 RNA inh, PME-1 inh, MEX-5 binding, TPT1 inh
- Nc1nnc(SCc2ccccc2F)n1-c1ccccc1
 : 2, -2, 7, -5, -2, -5, -6, 2.5, 2
- Cc1nc(NCCc2ccc(O)cc2)c2nnn(Cc3ccccc3)c2n1
 : 1, 1, -3, -2, 2, -3, 1, -3.0, -4
- O=C1COc2cc(S(=O)(=O)CCC(=O)N3CCCCC3)c(Cl)cc2N1
 : 1, 4, -1, -2, 3, 5, 2, 2.1, 4
- COc1ccc(N2CCN(C(=O)CCSCc3ccccc3F)CC2)cc1
 : -8, -4, 4, -2, -4, 5, -1, -0.9, 3
- CN(C)C(CNC(=O)CSc1nc2sc3c(c2c(=O)n1C)CCCC3)c1ccccc1 (stereo not drawn)
 : 5, nt, nt, 0, 0, 14, 4, nt, nt
- O=C(NCC1CC1)[C@]1(C(F)(F)F)C[C@H](CCC2CCCCC2)CCCO1
 : 0, -1, -4, -1, -1, 7, -1, -0.1, -1
- CCCn1c(N2CCN(C)CC2)nc2c1c(=O)[nH]c(=O)n2C
 : 8, 1, -1, -3, 3, 1, 2, 1.5, -4
- O=C(Nc1ccccc1F)c1cc2nc(C(F)F)cc(C(F)F)n2n1
 : 8, 1, -2, 4, 15, 8, -1, 0.0, -6
- Cc1nn2c(NCCOCCO)c3c(nc2c1-c1ccccc1)CCCC3
 : 9, 10, 4, 1, 6, 3, -3, -1.3, 2
- CCc1nn(CC(=O)N2CCC(C)CC2)c(=O)c2cccn12
 : 2, -3, -1, 3, 7, -1, 1, 1.4, 0
- Oc1[nH]c2ccccc2c1N=NC(=S)NCCc1ccccc1
 : 4, 2, -14, -1, 7, 12, 4, -1.2, 0
- Cc1nc(N)c(Br)c(C)c1Br
 : 8, -1, 7, -3, 5, 5, 0, 0.5, 0
- Cc1cc(F)ccc1NC(=O)C1CSC2(C)CCC(=O)N12 (stereo not drawn)
 : 4, 2, 8, -3, 1, 3, 6, 1.9, 0
- COC(=O)c1[nH]c2ccccc2c1NC(=O)CN1CCCc2ccccc21
 : 20, 4, 5, -4, 22, -47, 14, 4.0, 12
- Cc1cc(NS(=O)(=O)c2ccc(NC(=O)/C=C/c3ccccc3)cc2)no1
 : 8, -3, -2, 0, 5, -3, 0, -1.2, -3
- Cc1ccc(Cl)cc1N1CCN(C(=O)c2noc(C(C)C)c2[N+](=O)[O-])CC1
 : 7, 0, 11, 2, 1, 2, -6, -0.1, -4
- CCN(CC(=O)Nc1ccc(NC(C)=O)cc1)C(=O)c1cc2c(s1)CCCC2
 : -2, nt, nt, -1, -1, 1, -2, nt, nt
- O=S(=O)(c1ccc(Cl)cc1)N1CCN=C1SCc1ccc(Cl)c(Cl)c1
 : -6, -2, 2, -2, -1, 2, -4, -1.4, -2
- CCC(CC)C(=O)Nc1nnc(S(=O)(=O)Nc2ccc(OC)cc2)s1
 : 2, -5, -12, 1, 2, 7, 2, -1.1, -2
- Cc1cc(=O)oc2c(C)c(OCC(=O)NCCCN3CCCC3=O)ccc12
 : -2, 4, 5, 3, 2, 4, -5, -1.7, 1
- CCOC(=O)C1CCN(S(=O)(=O)c2ccc3c(c2)N(C)C(=O)CC(=O)N3C)CC1
 : -4, -1, 6, -1, -1, 1, -3, 1.3, -3
- COc1ccc(CCN(C)Cc2nc(-c3cnccn3)no2)cc1OC
 : -2, 4, -11, -6, 3, -4, -1, -0.9, 4
- CCC1CCCCN1Cc1ccc(CNS(=O)(=O)c2ccc3c(c2)oc(=O)n3C)o1 (stereo not drawn)
 : -15, 1, -5, -5, -6, -3, -4, 0.7, 11
- Cc1ccc(NC(=O)CCCN2C(=O)/C(=C/C=C/c3ccccc3)SC2=S)cc1
 : -13, -21, -35, -38, 0, 5, -44, 1.1, 18
- Cc1nc2sc(C(c3ccccc3)N3CCN(c4ccccc4F)CC3)c(O)n2n1 (stereo not drawn)
 : -4, 5, 0, -1, -3, -5, 2, -0.2, 0
- COc1ccc(CC(=O)Nc2ccc(OC(C)=O)cc2C(=O)O)cc1
 : -2, -5, -6, -1, 4, 4, -7, -2.1, -2
- O=C(COC(=O)c1ccc(Br)o1)Nc1ncc([N+](=O)[O-])s1
 : 35, nt, nt, -9, 13, -2, 6, nt, nt
- O=c1cc(O)c(-c2cccc(C(F)(F)F)c2)c(Cl)[nH]1
 : -6, 2, -5, 1, -2, 1, -1, -0.4, 4
- CCOc1ccc(N2C(=O)C(CC(=O)Nc3ccc(F)cc3)N(Cc3ccccn3)C2=S)cc1 (stereo not drawn)
 : -5, 3, 21, 2, 0, 4, 4, 0.7, -5
- CCOc1ccc(C(=O)NC(=S)NCc2cccnc2)cc1
 : -8, -2, -9, -9, -1, 5, -5, 0.5, 0
- CNS(=O)(=O)c1cc2c3c(cccc3c1)C(=O)NC2=O
 : 21, 2, 11, 4, 32*, 2, 2, 1.5, -3
- Cc1cc(Br)cc(C=Nc2ccc(N3CCOCC3)cc2)c1O
 : 4, 2, 7, 19*, 8, -2, -6, -0.2, -3
- Cn1c(SCC(=O)Nc2ccc3[nH]c(=O)[nH]c3c2)nnc1-c1ccc(F)cc1
 : -13, -1, -5, -3, -9, 7, 0, -14, 3
- CCNC(=O)COc1ccc(/C=C2\COc3ccccc3C2=O)cc1OC
 : -3, 0, -6, -6, 4, 7, 1, 1.1, 3
- CCOC(=O)C1CCN(C(=O)Cc2ccc(C)cc2)CC1
 : -5, -2, -3, -1, -1, 6, 3, 2.0, -3
- CC(C)CN(C(=O)COC(=O)CN1C(=O)c2ccccc2C1=O)c1c(N)n(Cc2ccccc2)c(=O)[nH]c1=O
 : -8, -1, 4, 3, -10, 5, -2, 3.2, -1
- CCC(C)NC(=O)C1CCN(c2nc(OC)nc(OC)n2)CC1 (stereo not drawn)
 : 4, 3, -1, 1, 5, 2, 8, nt, -3
- CC(C)CN(C(=O)COC(=O)CCN1C(=O)c2ccccc2C1=O)C1CCS(=O)(=O)C1 (stereo not drawn)
 : 2, 6, -7, 1, 3, -7, 7, -1.3, 1
- CSc1ccc(S(=O)(=O)NCC(=O)OCCOc2ccccc2)cc1[N+](=O)[O-]
 : 3, -1, 6, 0, 6, 6, 14, -1.9, 0
- O=C(NC(=S)Nc1ccccc1C(F)(F)F)c1ccccc1F
 : 4, 2, -1, -4, -1, 2, -1, -2.1, -1
- Cc1ccccc1NCc1nc2ccccc2n1C
 : 2, -2, -1, -2, 0, 0, 3, 0.7, 0
- CC(C)CNS(=O)(=O)c1ccc(CCC(=O)N2CCCC2)cc1
 : -5, -1, -2, -6, 1, 6, 2, 0.1, 2
- Cc1nnc(SCC(=O)Nc2ccc(N3CCOCC3)cc2)n1-c1ccccc1
 : 5, -1, 5, -3, 1, -1, 6, -0.5, -2
- Fc1ccccc1CN1CCCCCCC1
 : 0, -2, -4, -1, 1, -4, 2, -0.2, 0
- O=C1C(=O)N(c2ccc(O)cc2)C(c2ccccc2[N+](=O)[O-])/C1=C(\O)c1ccccc1 (stereo not drawn)
 : 2, -2, 3, 24*, 7, 7, 3, nt, 0
- Cc1cccc(CSc2nnc(-c3ccco3)n2C)c1
 : -2, -6, 3, 0, 1, 2, -6, 0.5, 2
- O=C1Nc2ccccc2C(=O)N2[C@H](c3ccc(F)cc3)[C@@H]3C(=O)N(Cc4ccccc4)C(=O)[C@@H]3[C@H]12
 : -3, 7, 2, -4, 3, 8, 2, -2.6, 2
- Cc1coc2c1c(C)cc1oc(=O)c(CC(=O)NCCC(=O)O)c(C)c12
 : -2, 2, 3, 0, 4, 4, 6, 0.4, 1
- Cc1ccc(-n2nnc3c(=O)n(CC(=O)N4CCOCC4)cnc32)cc1
 : -3, -4, -3, 0, -3, -2, -5, 1.3, -2
- CC(CC(=O)N1CCN(c2ccc(C(F)(F)F)cn2)CC1)n1ccnc1 (stereo not drawn)
 : 4, 0, 7, -1, 6, -2, 4, 2.5, -3

Other entries:
Each structure is followed by: MCL1 BIM primary, Fam108B counter, GSTO1 inh, PAD4 inh, BCLXL inh, GLD-1 RNA inh, PME-1 inh, MEX-5 binding, TPT1 inh
- CN1CC(=O)NC1=NC(=O)c1ccc(Cl)c(S(=O)(=O)N2CCCCCC2)c1
 : 8, 0, 6, -3, 5, -6, -1, 2.9, 4
- Cc1ccc(S(=O)Cc2ccc(C(=O)N3CCN(C(=O)c4ccco4)CC3)o2)cc1 (stereo not drawn)
 : 2, 3, 1, -4, 0, 8, -3, -0.5, 0
- CCOC(=O)C1=C(c2ccccc2)OC(N)=C(C#N)C1c1ccco1 (stereo not drawn)
 : 0, 2, -2, -4, 0, 8, -2, nt, -3
- COC(=O)N/N=C/c1cn(CC(C)COc2ccccc2)c2ccccc12 (stereo not drawn)
 : 0, 9, 4, -1, 3, 2, 15, -2.1, -1
- O=C(COC(=O)CCN1C(=O)C2CC=CCC2C1=O)NCCc1ccccc1 (stereo not drawn)
 : -3, -2, 11, 1, 1, -12, 7, 0.0, 2
- O=C(CC1(c2ccc(Cl)cc2)C2CC3CC(C2)CC1C3)NCCO (stereo not drawn)
 : 7, -1, -4, -2, 4, 1, -6, -2.7, -2
- Cc1ccc(C(=O)N/C(=C\c2ccc(-c3cccc([N+](=O)[O-])c3)o2)C(=O)NC(C)(C)C)cc1
 : 5, 4, 6, -3, -1, 0, 0, 0.3, 0
- Cn1c(CN2CCN(c3cccc(Cl)c3)CC2)nc2ccccc21
 : 16, 4, 13, 2, 9, -2, -1, -1.3, 0
- Cc1cc(C(=O)c2cccs2)c(N)s1
 : -20, 5, 3, -10, -11, -14, 5, 2.0, 35*
- CC(C)c1nnc(NC(=O)CCC2CCCCC2)s1
 : 16, 2, 2, -1, 4, -3, -1, -3.2, 0
- CCOC(=O)C1CCN(C(=O)c2cn(CCOC)c(=O)c3c2c2ccccc2n3C)CC1
 : 4, 0, 1, 1, 0, -2, -2, -0.7, -1
- C/C(=N\NC(=O)OC(C)(C)C)c1ccc(-n2ccnc2)cc1
 : 5, 1, 4, 5, 2, 0, -9, 0.6, 3

Molecules listed so far that have a furan ring, fused or not (7):
Each structure is followed by: MCL1 BIM primary, Fam108B counter, GSTO1 inh, PAD4 inh, BCLXL inh, GLD-1 RNA inh, PME-1 inh, MEX-5 binding, TPT1 inh
- CCC1CCCCN1Cc1ccc(CNS(=O)(=O)c2ccc3c(c2)oc(=O)n3C)o1 (stereo not drawn)
 : -15, 1, -5, -5, -6, -3, -4, 0.7, 11
- O=C(COC(=O)c1ccc(Br)o1)Nc1ncc([N+](=O)[O-])s1
 : 35, nt, nt, -9, 13, -2, 6, nt, nt
- Cc1cccc(CSc2nnc(-c3ccco3)n2C)c1
 : -2, -6, 3, 0, 1, 2, -6, 0.5, 2
- Cc1coc2c1c(C)cc1oc(=O)c(CC(=O)NCCC(=O)O)c(C)c12
 : -2, 2, 3, 0, 4, 4, 6, 0.4, 1
- Cc1ccc(S(=O)Cc2ccc(C(=O)N3CCN(C(=O)c4ccco4)CC3)o2)cc1 (stereo not drawn)
 : 2, 3, 1, -4, 0, 8, -3, -0.5, 0
- CCOC(=O)C1=C(c2ccccc2)OC(N)=C(C#N)C1c1ccco1 (stereo not drawn)
 : 0, 2, -2, -4, 0, 8, -2, nt, -3
- Cc1ccc(C(=O)N/C(=C\c2ccc(-c3cccc([N+](=O)[O-])c3)o2)C(=O)NC(C)(C)C)cc1
 : 5, 4, 6, -3, -1, 0, 0, 0.3, 0

Source: PubChem

Some of the compounds tested; count on the stated rates, not on these rows.
